All columns: NCI-60 one-dose screen, growth in % after 48 h at 10 µM unless noted; 100 = growth as untreated, 0 = no growth, -100 = all killed.
OVCAR-8 = OVCAR-8 ovarian cancer; hit rate 4.4% among 81,000; AID 1794782
OVCAR-4 = OVCAR-4 ovarian cancer cells. hit rate 3.7% among 80,000
SK-OV-3 = SK-OV-3 ovarian cancer cells; hit rate 3.2% among 80,000
NCI/ADR-RES = NCI/ADR-RES ovarian cells; hit rate 4.4% among 81,000; AID 1794790
OVCAR-5 = OVCAR-5 ovarian cancer; hit rate 2.9% among 82,000
DU-145 = DU-145 prostate cancer | hit rate 4.2% among 81,000 | AID 1794760
IGROV1 = IGROV1 ovarian cancer; hit rate 4.7% among 79,000; AID 1794786
OVCAR-3 = OVCAR-3 ovarian cancer; hit rate 7% among 79,000; AID 1794787
Numbers without * were called inactive; nt = not tested or not shown; & = joins results of further samples. The calls were made as follows: active = growth percent below 10; inactive = the rest.

SMILES	OVCAR-8	OVCAR-4	SK-OV-3	NCI/ADR-RES	OVCAR-5	DU-145	IGROV1	OVCAR-3
N#C/C(=C\c1ccc([N+](=O)[O-])cc1)C(=O)c1ccccc1	104	113	108	110	122	111	104	113
COc1ccc(/C=C/C(=O)c2ccc(NC(=O)CSc3nnc(-c4ccc(-c5nc6ccc(C)cc6[nH]5)cc4)o3)cc2)cc1	75	102	106	111	105	84	91	96
COc1ccc2nc(-c3ccc(Cl)cc3)cc(C(=O)N3N=C(c4ccc(N)cc4)CC3c3ccccc3)c2c1 (stereo not drawn)	54	66	46	15	81	55	54	9.6*
COc1ccc(CCN2C(=O)CSC2=S)cc1	102	93	111	98	96	41	109	nt
CCOC(=O)c1cnn2c1N(C(C)=O)C(c1ccccc1)C2 (stereo not drawn)	103	108	101	112	107	109	93	100
C[N+]1=C(C(I)C(I)c2ccc(N)cc2)C(C)(C)c2ccccc21 (stereo not drawn)	49	99	104	101	93	105	95	72
CCOC(=O)C(C)SC1=C(C)C(=O)C(OC)=C(OC)C1=O (stereo not drawn)	101	99	99	97	98	107	102	108
C(=N\Nc1ncc(-c2cc3cc4c(cc3o2)OCO4)s1)/c1ccco1	24	33	nt	35	58	12	30	8.6*
NC(=O)c1c(N)sc2c1CCCC2	105	117	101	100	91	99	116	102
O=C(CN1C(=O)S/C(=C\c2ccc(Cl)cc2)C1=O)Nc1ccc(C(=O)/C=C/c2cc3ccccc3nc2Cl)cc1	92	69	98	99	99	104	100	107
COc1cccc(-c2nc(-c3ccc(NC(=O)c4ccccc4)cc3)[nH]c2-c2ccnc(Br)c2)c1	34	38	6.7*	36	48	62	55	40
NCCC(=O)Nc1nc2c(s1)C[C@@H](NC(=O)c1cc(Cl)c(Cl)[nH]1)CC2	91	100	93	101	99	100	100	96
N#CC1=C(N)Oc2c(c(=O)[nH]c3ccc(Br)cc23)C12C(=O)Nc1ccccc12 (stereo not drawn)	99	104	101	99	108	104	100	101
COc1ccc(-c2nc(-c3cc(OC)cc(OC)c3)[nH]c2-c2ccc(OC)cc2)cc1	58	60	86	54	78	79	72	45
OCCCC1CCCCC1	114	104	104	101	100	100	102	106
O=C(Nc1ccc(Oc2ccccc2)cc1)Nc1ccc2c(ccn2C(=O)c2cccc(F)c2)c1	96	92	118	96	78	101	94	84
Cc1c(C(=O)OCCO)cc(-c2ccc(Cl)cc2)n1-c1ccccc1	78	70	114	92	101	89	97	79
Nc1ccc(C(=O)O)cn1	114	91	132	112	122	107	116	102
O=C(O)C1=CC2C=C(Cl)C=CC2OC1=O (stereo not drawn)	101	95	99	99	109	110	105	120
Cn1/c(=N/NC(N)=S)ccc2ccccc21	75	93	107	77	99	103	45	44
Cc1cc(N2CCN(CC(=O)Nc3ccc4c(ccn4Cc4ccccc4)c3)CC2)nc(N2CCOCC2)n1	68	84	82	79	98	95	77	89
COc1ccc(CCN(Cc2cc(OC)c(OC)c(OC)c2)c2c(NC3CCCCC3)oc(=O)c3ccccc23)cc1OC	99	85	112	100	97	112	118	107
Cc1ccc(OCC(=O)O)cc1	103	115	115	104	108	113	105	110
COc1cccc(/C(N)=N/C(N)=N/c2nc3ccccc3s2)c1	95	122	95	87	100	100	66	101
COc1ccc(CCN(CCC#N)C(=O)C(Cl)Cl)cc1	108	114	115	124	109	111	107	115
CCCCCCC(C)[N+](=O)[O-] (stereo not drawn)	102	107	104	109	90	106	113	99
Cc1ncc(C[n+]2csc([C@H](O)CO)c2C)c(N)n1	99	103	103	108	112	103	110	127
Cc1cccc(N2CCN(CC(O)COc3ccc4ccccc4c3)CC2)c1 (stereo not drawn)	108&104	104&98	112&107	97&98	102&99	107&120	109&114	99&124
Oc1ccc2ccccc2c1	99&102	94&110	113&109	98&105	98&102	103&114	111&100	105&114
CC(C)c1ccc(CNCC(O)c2ccccc2)cc1 (stereo not drawn)	98	104	109	104	102	104	110	109
O=C(NNC(=S)Nc1ccccc1)c1cc2ccc1CCc1ccc(cc1)CC2	68	48	113	67	92	77	64	55
O=c1[nH][nH]c(Nc2ccccc2)c1N=Nc1ccccc1	103	99	87	92	113	106	88	106
Cc1ccc(C(=O)Nc2ccccc2OCc2cccc(C(=O)NCCN)c2)[nH]1	104	105	119	101	105	113	113	111
O=Cc1nccc2c1[nH]c1ccccc12	81	76	103	97	102	101	100	104
C=CCC(CC)(C(=O)Nc1ccc2nc(C)cc(N)c2c1)C(=O)Nc1ccc2nc(C)cc(N)c2c1	105	90	101	107	96	109	103	111
CCN(CC)c1cccc(O)c1	103&96	105	112	112&99	89&114	116&107	104&82	112&92

Eleven successive entries already listed, quoted:
SMILES	OVCAR-8	OVCAR-4	SK-OV-3	NCI/ADR-RES	OVCAR-5	DU-145	IGROV1	OVCAR-3
CCCCCCC(C)[N+](=O)[O-] (stereo not drawn)	102	107	104	109	90	106	113	99
Cc1ncc(C[n+]2csc([C@H](O)CO)c2C)c(N)n1	99	103	103	108	112	103	110	127
Cc1cccc(N2CCN(CC(O)COc3ccc4ccccc4c3)CC2)c1 (stereo not drawn)	108&104	104&98	112&107	97&98	102&99	107&120	109&114	99&124
Oc1ccc2ccccc2c1	99&102	94&110	113&109	98&105	98&102	103&114	111&100	105&114
CC(C)c1ccc(CNCC(O)c2ccccc2)cc1 (stereo not drawn)	98	104	109	104	102	104	110	109
O=C(NNC(=S)Nc1ccccc1)c1cc2ccc1CCc1ccc(cc1)CC2	68	48	113	67	92	77	64	55
O=c1[nH][nH]c(Nc2ccccc2)c1N=Nc1ccccc1	103	99	87	92	113	106	88	106
Cc1ccc(C(=O)Nc2ccccc2OCc2cccc(C(=O)NCCN)c2)[nH]1	104	105	119	101	105	113	113	111
O=Cc1nccc2c1[nH]c1ccccc12	81	76	103	97	102	101	100	104
C=CCC(CC)(C(=O)Nc1ccc2nc(C)cc(N)c2c1)C(=O)Nc1ccc2nc(C)cc(N)c2c1	105	90	101	107	96	109	103	111
CCN(CC)c1cccc(O)c1	103&96	105	112	112&99	89&114	116&107	104&82	112&92

The list goes on.
SMILES	OVCAR-8	OVCAR-4	SK-OV-3	NCI/ADR-RES	OVCAR-5	DU-145	IGROV1	OVCAR-3
Cn1cc(-c2ccc(-c3cn(C)c4ccc(Cl)cc34)[nH]2)c2cc(Cl)ccc21	-5.8*	-58*	-54*	-22*	-14*	32	-46*	-84*
CNc1ccc(/C=C/c2c(F)cccc2Cl)cc1	91	52	92	82	98	94	60	85
C=C(C)[C@@H]1CC[C@]2(C(=O)NC3CCCCC3)CC[C@]3(C)[C@H](CC[C@@H]4[C@@]5(C)CCCNC(C)(C)[C@@H]5CC[C@]43C)[C@@H]12	-17*	45	96	58	83	59	55	65
O=C(O)c1ccc(-n2cc(C(=O)O)c(-c3ccccc3)n2)cc1	110	112	103	101	110	112	110	114
C[N+](C)(C)CC(=O)N/N=C/C(O)C(O)C(O)C(O)CO (stereo not drawn)	110	95	111	107	112	103	100	104
NS(=O)(=O)c1ccc(C2C3=C(CCCC3=O)OC3=C2C(=O)c2ccccc2C3=O)cc1 (stereo not drawn)	-14*	-97*	-24*	57	-53*	-99*	-52*	-66*
CCOC(=O)C(Cc1ccccc1)N1C(=O)/C(=C/N2N=C(c3ccc(OC)cc3)CC2c2ccc3ccccc3c2)SC1=S (stereo not drawn)	17	35	9.9*	54	39	31	13	15
CCCCCCCCCC(=O)Oc1ccc(/C(=C(/C)Cc2cccc(OC)c2)c2ccc(OCCN3CCCCC3)cc2)cc1	97	95	98	101	102	108	95	105
O=c1cc(C2NCCc3c2[nH]c2ccccc32)c2c(ccc3ccccc32)o1 (stereo not drawn)	60	62	5.1*	79	78	60	33	95
CC[C@H]1OC(=O)C[C@@H](O)[C@H](C)[C@@H](O[C@@H]2O[C@H](C)[C@@H](O[C@H]3C[C@@](C)(O)[C@@H](O)[C@H](C)O3)[C@H](N(C)C)[C@H]2O)[C@@H](CC=O)C[C@@H](C)C(=O)/C=C/C(C)=C/[C@@H]1CO[C@@H]1O[C@H](C)[C@@H](O)[C@@H](OC)[C@H]1OC	101	110	97	111	101	108	104	110
O=C(O)c1ccc(-n2cc(CNc3ccccc3)c(-c3ccccc3)n2)cc1	107	90	106	99	95	111	100	102
Cc1ccc(S(=O)(=O)n2cc(C(=O)C(=O)N3CCCCC3)c3ccccc32)cc1	92	50	92	74	76	97	72	77
CN1CCN(CCOc2ccc(-c3cnc4c(-c5ccc(F)cc5)cnn4c3)cc2)CC1	58	49	93	77	83	42	48	28
Cc1cc(C)n(C(=O)c2cnn(-c3ccc(S(N)(=O)=O)cc3)c2N)n1	nt	103	nt	92	88	nt	95	nt
C=C1CCC2C3(C)COC(c4ccco4)OC3CCC2(C)C1C/C=C1/C(=O)OCC1O (stereo not drawn)	57	84	nt	77	122	94	104	74
COc1ccc(-c2nnc(N)s2)cc1OC	111	106	93	107	100	114	106	111
Cc1nn2c(=O)[nH]cnc2c1Cl	102	113	95	103	100	111	124	105
Nc1ncnc2c1c(-c1ccc(Oc3ccccc3)cc1)nn2C[C@H]1SSC[C@H]1O	20	26	-21*	22	64	-23*	-26*	-9.5*
Cc1nc2ccc(Nc3nc(NCCN4CCOCC4)nc(Nc4ccc(F)cc4)n3)cc2n1Cc1ccccc1	50	98	79	nt	84	59	69	74
O=C(O)CCCN1C(=O)/C(=C/c2ccc(Cl)cc2)SC1=S	98	104	95	100	111	109	107	nt
Nc1nc(N)nc(-c2ccc([N+](=O)[O-])o2)n1	103	112	116	106	106	107	108	107
Cc1nn(-c2ccccc2)c2ncn(CC(=O)N/N=C/c3c[nH]c4ccccc34)c(=O)c12	89	83	106	101	103	100	106	84
O=c1[nH][n+](-c2no[n+]([O-])c2-c2ccc(F)cc2)no1	107	102	nt	100	100	110	98	108
COc1ccccc1C1C2=C(CC(C)(C)CC2=O)N(CCc2ccc(S(N)(=O)=O)cc2)C2=C1C(=O)CC(C)(C)C2	104	103	104	104	103	115	104	nt
CC(=O)Nc1ccc(Oc2cccc(Nc3ccc(Cl)c(C(F)(F)F)c3)c2)cn1	77	62	97	59	90	83	87	82
O=C(/C=C/c1c(-c2ccc(F)cc2)nc2sccn12)c1cccs1	113	93	98	88	100	97	nt	90
CCCCCCCCCCCCc1ccc([N+](CC)(CC)CC)cc1	32	22	73	103	92	59	48	23
COc1ccc(C(Cl)=C(c2ccc(OC)cc2)c2ccc(OC)cc2)cc1	98	95	nt	103	124	113	nt	114
COc1cc(/C=C2\SC(=S)N(CCCN3CCOCC3)C2=O)ccc1O	93	86	97	91	104	96	97	99
COC(=O)C1=C(C(=O)c2ccc(Br)cc2)C(c2ccc(C(=O)OC)cc2)C(C#N)=C(N)O1 (stereo not drawn)	100	106	99	95	107	101	101	108
S=c1[nH]c2c(-c3ccccc3)cccc2s1	97	105	113	115	110	123	110	119
CC(C)C1=C[C@@]23CC[C@@H]4[C@](C)(CCC[C@@]4(C)C(=O)OCC#CCN4CCCC4)[C@H]2C[C@@H]1[C@H]1C(=O)OC(=O)[C@H]13	115	92	90	99	97	89	82	94
COc1ccc(/C=C/c2cc(-c3ccc(OC)c(OC)c3)c3sc(=O)[nH]c3n2)cc1OC	97	93	104	95	102	103	102	108
CCCCN1CCCCC1C(=O)Nc1c(C)cccc1C (stereo not drawn)	99	102	95	100	81	107	89	102
CCCCCCCCCCCCOCCCNC(=S)NCCCOCCCCCCCCCCCC	106	nt	110	115	102	105	92	102
Cc1ccn2c(C(C)O)nnc2c1 (stereo not drawn)	99	93	96	104	98	102	113	108
CC(O)C(O)C(O)C(/C=N\NC(N)=S)=N/NC(N)=S (stereo not drawn)	102	101	122	108	108	111	117	114
CC(C)CC(NC(=O)CI)C(=O)O (stereo not drawn)	103	103	116	114	127	99	104	108
Cc1cc(S(=O)(=O)c2ccc(Cl)cc2)nc(S(=O)(=O)c2ccc(Cl)cc2)c1C#N	44	95	105	104	109	107	94	105
COc1ccc(C2CC(c3cccc(Nc4ccncc4)c3)=NN2c2ccccc2)cc1 (stereo not drawn)	20	52	68	70	80	42	44	61
N[C@H]1CN(C(=O)c2cc3cc(Cl)c(F)c(F)c3[nH]2)C[C@@H]1O	104	98	nt	104	96	106	96	113
CC(O)COc1ccccc1Cl (stereo not drawn)	109	112	106	106	99	117	132	113
CCCCCCCCCCCCCCCC(=O)OCC1OC(n2cnc3c(=S)nc(N)[nH]c32)C(OC(=O)CCCCCCCCCCCCCCC)C1OC(=O)CCCCCCCCCCCCCCC (stereo not drawn)	56	78	21	39	52	40	77	50
CC(C)NCCOS(=O)C(c1ccccc1)c1ccccc1 (stereo not drawn)	93	109	101	101	103	108	102	98
Cc1nn(-c2ccccc2)c2ncn(/N=C/c3ccccc3)c(=N)c12	106	101	100	101	111	106	98	114
N#Cc1nnn(-c2ccc(S(N)(=O)=O)cc2)c1NC(=O)CCl	101	103	97	102	97	107	104	106
Clc1ccc(-c2cnc3c(-c4ccnc(N5CCNCC5)c4)cnn3c2)cc1	1.1*	-61*	85	-0.1*	-21*	28	nt	-15*
Cc1cc(C)n(-c2nc(-c3cc4ccccc4oc3=O)cs2)n1	97	98	94	100	98	103	95	104
C=CCc1c(N(C)c2ccc(C)cc2)ncnc1-n1c(C)nc2ccccc21	84	77	84	70	90	101	nt	80

Source: PubChem
